LMP1 NFkB inh: Epstein-Barr LMP1 NF-kappaB reporter inhibition; LMP1-induced NF-kappaB luciferase reporter cells, luminescence; inhibition, % at 12.5 µM; 350,000 tested, 0.69% active; in the data active means inhibition above about 41%;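 further: 0% = neutral control wells and 100% = reference inhibitor control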
NCOA3 inh: inhibitors of human steroid receptor coactivator 3 (SRC3). HEK293 GAL4-SRC3 luciferase reporter, luminescence. 360,000 tested, 0.17% active. inhibition, % at 3.6 µM;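 active means inhibition above a per-campaign cutoff, the mean of all compounds plus 3 SD, cut at about 60% in these data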;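 further: 0% = DMSO-treated cells and 100% = gossypol-treated cells at 36 µM; higher means less SRC3-driven luciferase light from the GAL4 reporter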
NOD2-RIPK2 inh: NOD2-RIPK2 protein interaction inhibition. O43353. CHO BLA complementation NOD2-RIPK2, CCF4 ratio. inhibition, % at 4.98 µM. 360,000 tested, 0.38% active. AID 624267; in the data active means inhibition above about 21%;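 further: 0% = vehicle only and 100% = reference blocker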
TROY NFkB inh: inhibitors of TROY-dependent NF-kB signaling; inhibition, % at 10 µM; 360,000 tested, 0.98% active; Q293 LMP1-TROYcd NF-kB luciferase reporter, 4 h;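 active means compounds whose plate-normalised and pattern-corrected inhibition of the luciferase reporter signal at the single screening dose is 50% or more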
TRAIL sens C8: sensitizes caspase-8 expressing cells to TRAIL. NB7+C8 cells + TRAIL, ATPlite viability luminescence. inhibition (viability loss, TRAIL sensitization), % at 10 µM. 360,000 tested, 1% active;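 active means compounds causing at least 50% loss of cell viability in the single-dose screen, relative to plate controls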
LRH-1 inv ag: inverse agonists of human LRH-1 (NR5A2) | O00482 | HEK293T StAR-luciferase reporter, LRH-1 transfected, 24 h | inhibition, % at 3.6 µM | 360,000 tested, 0.13% active;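 active means inhibition above the mean inhibition of all tested compounds plus 3 SD, cut at about 73% in these data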;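 further: 0% = DMSO wells and 100% = reporter-only cells lacking LRH-1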
SRC2 inh: human SRC2 (NCOA2) inhibition | 370,000 tested, 0.17% active | Q15596 | inhibition, % at 9 µM | HEK293 GAL4-SRC2 luciferase reporter, luminescence;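 active means inhibition above the mean inhibition of all tested compounds plus 3 SD, set per campaign, cut at about 52% in these data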;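 further: 0% = DMSO treated cells and 100% = cells given Gossypol at 36 µM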
NR2F2 inh: NR2F2 (human) inhibition, primary screen. P24468. HEK293T NGFI-A luciferase reporter, luminescence. inhibition, % at 8.6 µM. 370,000 tested, 0.7% active. AID 686940;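 active means inhibition above a per-plate cutoff, mean inhibition of test wells between control levels plus 3 SD, cut at about 38% in these data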;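 further: cells cotransfected with COUP-TFII expression vector driving the NGFI-A reporter; 0% = median of COUP-TF2 test wells and 100% = reporter-only cells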
TLR9-MyD88 inh: blocks human TLR9 binding to MyD88; inhibition, % at 4.98 µM; 340,000 tested, 0.21% active; CHO BLA complementation TLR9-MyD88, CCF4 FRET ratio;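 active means inhibition above the mean over all tested compounds plus 3 SD, cut at about 21% in these data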;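 further: 0% = DMSO only wells and 100% = clavulanate BLA inhibitor control wells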
TWEAK-Fn14 inh: blocks TWEAK-Fn14 interaction in a reporter cell assay | 360,000 tested, 2% active | TWEAK-stimulated Fn14 reporter cells, luciferase luminescence, 8 h | AID 1159606 | inhibition, % at 10 µM; in the data active means inhibition above about 50%
SRC1 inh: inhibitors of human steroid receptor coactivator 1 (SRC1); HEK293 GAL4-SRC1 luciferase reporter, luminescence; inhibition, % at 3.6 µM; 360,000 tested, 0.12% active; AID 588354;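 active means inhibition above the campaign mean plus 3 SD, with each screening campaign given its own cutoff, cut at about 60% in these data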;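 further: 0% = DMSO treated cells and 100% = gossypol at 36 µM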
* hit, by the source's call; nt = not tested or not shown.

structure,LMP1 NFkB inh,NCOA3 inh,NOD2-RIPK2 inh,TROY NFkB inh,TRAIL sens C8,LRH-1 inv ag,SRC2 inh,NR2F2 inh,TLR9-MyD88 inh,TWEAK-Fn14 inh,SRC1 inh
Cc1cccc(NC(=O)CN2CCc3cc4c(cc3C2)OCCCO4)c1,-11,1,-10,7,-1,-6,18,1,-5,-4,2
OC(CNCc1cccc(Cl)c1)c1ccccc1 (centres undefined),7,5,1,3,-5,4,-22,-11,-1,-25,-17
CC(C)CN(CCCNC(=O)CN1C(=O)COc2ccc(S(=O)(=O)N3CCC(C)CC3)cc21)CC(C)C,-5,-27,5,5,-11,7,9,11,-26,11,-12
Cc1c(C=O)c2ccccc2n1CC(=O)NCc1ccccc1,5,13,-10,-4,-2,-3,24,-8,-5,9,-14
CCn1cc(/C=C(\NC(=O)c2ccc(C)cc2)C(=O)NCCN2CCOCC2)c2ccccc21,-4,-10,15,-7,-12,-18,6,-3,-4,-2,-13
CCC(C)NC(=O)C1CCC(=O)N(c2cc(OC)c(OC)c(OC)c2)C1c1ccc(OC)cc1 (centres undefined),-7,21,-8,-11,-15,-5,-6,17,1,-13,6
CC1=NNC(=O)C1CC(=O)N/N=C(\C)c1cccs1 (centres undefined),0,7,-18,-2,1,-12,-30,-5,6,1,-50
C/C(=N/NS(=O)(=O)c1ccccc1)c1ccc(Cl)cc1,-3,-6,-4,-19,1,7,-27,12,-1,11,-9
Cc1cc(C(=O)N2CCCC(N3CCN(Cc4ccc5c(c4)OCO5)CC3)C2)n[nH]1 (centres undefined),-5,3,-3,0,8,11,3,-20,0,-5,-15
COc1cc(OC)cc(C(=O)Nc2nnc(-c3cccnc3)o2)c1,-3,3,-1,3,-4,-9,3,16,-4,-1,-18
O=Cc1ccc(N2CCCCC2)cc1,-1,15,-5,9,6,-3,-6,7,-11,4,-12
COc1cccc(NC(=O)Nc2nnc([C@@H]3C[C@H](O)[C@@H](CO)O3)s2)c1,nt,13,-6,10,7,24,6,-13,nt,11,20
O=C(NCC(O)c1ccccc1)c1ccc(Cl)c(S(=O)(=O)N2CCCC2)c1 (centres undefined),-2,-32,-2,-37,-4,-49,nt,nt,-4,15,-50
Cn1ccsc1=NC(=O)c1cc(S(=O)(=O)N2CCOCC2)ccc1Cl,-6,9,-2,6,11,6,-29,-8,3,16,-12
Cc1cc(C(=O)COC(=O)CN(C)S(=O)(=O)c2ccc(Cl)cc2)c(C)n1Cc1cccs1,1,1,-10,10,5,4,-4,-19,-8,10,-7
CCCCn1c(N)c(N(CCC(C)C)C(=O)c2cccc(S(=O)(=O)N3CCN(C)CC3)c2)c(=O)[nH]c1=O,3,3,-10,-8,9,-2,33,-1,2,-4,5
Cc1nn(-c2ccccc2)c(N2CCCC2)c1/C=N/O,-2,12,0,-3,-10,-25,nt,nt,-7,-2,17
CCOC(=O)c1c(C)[nH]c(C(=O)COC(=O)C2CC2)c1C,-17,-24,-16,-43,-4,-27,-9,-48,-1,-1,-46
Cc1cccc(C)c1N(CC(=O)Nc1cccc(N(C)S(C)(=O)=O)c1)S(C)(=O)=O,3,7,1,11,-17,12,3,-8,6,-3,14
O=C(NN=Cc1ccccc1Cl)c1ccccc1,-12,-98,7,-62,45,-123,-55,-63,7,-22,-105
O=C(CN1CCN(Cc2ccc(Cl)cc2)CC1)N/N=C/c1cccs1,1,8,1,-7,-16,2,4,5,5,1,-2
COc1ccc(C(=O)N2CCN(S(=O)(=O)c3ccc(Cl)cc3)CC2)cc1S(=O)(=O)N1CCOCC1,-4,-37,6,-11,-5,-20,21,7,-9,8,3
O=C(Nc1ccc(Cl)cc1)Nc1ccc(Br)cn1,-14,-8,0,-58,3,-24,5,-10,10,-5,-1
CCOC(=O)C1(C)CCCN(C(=O)c2ccc(N(C)C)cc2)C1 (centres undefined),nt,-2,-9,0,-7,-9,-3,-4,nt,12,11
CC(C)CN1CCN(C(=O)COC(=O)c2ccc(S(C)(=O)=O)c([N+](=O)[O-])c2)CC1,nt,-23,19,21,48,6,-33,-1,nt,80*,4
CC(C)c1nnc(NC(=O)CCC(=O)NCc2ccc(F)cc2)s1,7,1,4,8,-9,7,-23,11,8,0,1
CCN(CC)CCCNC(=O)N[C@@H](Cc1ccccc1)C(=O)O,-3,1,-7,-19,2,-7,-8,6,-10,4,-2
CCN(CC)S(=O)(=O)c1cccc(NC(=O)COC(=O)/C=C/c2ccco2)c1,5,8,-12,2,3,7,-16,1,4,0,7
O=S(=O)(c1ccc2ccccc2c1)N(CC1CO1)c1ccccc1 (centres undefined),-1,7,1,4,-4,-1,5,3,-4,0,-16
CCN(c1ccc2c(c1)OCO2)S(=O)(=O)c1cc(Br)cc2c1N(C(C)=O)CC2,-7,8,-2,10,-1,5,-1,5,0,10,12

Record cards (already shown). Order of values: LMP1 NFkB inh, NCOA3 inh, NOD2-RIPK2 inh, TROY NFkB inh, TRAIL sens C8, LRH-1 inv ag, SRC2 inh, NR2F2 inh, TLR9-MyD88 inh, TWEAK-Fn14 inh, SRC1 inh
Entry for CCN(CC)CCCNC(=O)N[C@@H](Cc1ccccc1)C(=O)O → -3, 1, -7, -19, 2, -7, -8, 6, -10, 4, -2
Entry for CC(C)c1nnc(NC(=O)CCC(=O)NCc2ccc(F)cc2)s1 → 7, 1, 4, 8, -9, 7, -23, 11, 8, 0, 1

Remaining list, next part:
structure,LMP1 NFkB inh,NCOA3 inh,NOD2-RIPK2 inh,TROY NFkB inh,TRAIL sens C8,LRH-1 inv ag,SRC2 inh,NR2F2 inh,TLR9-MyD88 inh,TWEAK-Fn14 inh,SRC1 inh
COC(=O)c1[nH]c2c(c1C)C(=O)CC(c1ccc(OC)cc1)C2 (centres undefined),3,-14,-6,-3,15,-17,-9,2,-4,-11,10
O=C1CCCC/C=C\C[C@H](CC(=O)N(CCO)Cc2ccccc2)C(=O)N[C@@H](c2ccccc2)CO1,3,5,3,3,-1,6,-33,-18,-2,-5,-33
CC1(C)CC(=O)C=C(N=CC2=C(O)CC(C)(C)CC2=O)C1,2,-7,2,6,9,0,7,13,-15,-20,4
O=C(CN1C(=O)S/C(=C/c2cccs2)C1=O)N1CCOCC1,-2,7,6,-15,6,5,-39,7,4,-16,-9
Cc1onc(-c2ccccc2Cl)c1-c1nc(-c2ccncc2)no1,-1,14,0,4,-8,43,-17,1,1,-2,-3
COC(=O)c1sc(NC(=S)NC(=O)c2cccc(C)c2)nc1C,-4,-17,-7,26,51*,-29,-21,-12,1,14,-15
O=C(O)CNc1nc(Cl)ccc1[N+](=O)[O-],9,10,12,2,9,7,-18,-1,6,-2,-2
CC(C)n1c(/N=C/c2c[nH]c3ccccc23)nc2ccccc21,-10,-19,-3,-22,1,9,-8,-6,-3,-24,1
O=C(CSCCO)Nc1ccc(C23CC4CC(CC(C4)C2)C3)cc1,2,17,-1,2,-7,10,43,0,-2,7,14
Nc1cccc(-c2cc3ccccc3oc2=O)c1,22,21,-6,67*,6,9,46,57*,3,60*,16
COc1ccc(-c2nnc3ccc(SCc4ccccc4)nn23)cc1,11,-23,-7,-12,9,-1,-4,2,-14,-37,1
C=C1CCC[C@]2(C)C[C@H]3OC(=O)C(CN4CC(C)OC(C)C4)[C@H]3C[C@@H]12 (some centres undefined),3,-12,-6,-2,9,-2,4,-16,-4,1,26
O=C(NCc1ccccc1)C1=C[C@@H](C2CCCCC2)C[C@@H](OCCCCO)O1,-5,0,-6,-21,-7,-8,-19,-16,5,-10,4
CCN(c1ccc(NC(=O)COC(=O)C2CCN(c3ccc(C(F)(F)F)cn3)CC2)cc1)C(C)C,2,2,1,-3,9,-29,16,8,0,-2,0
COc1c[nH]n(-c2ccccc2)c(=O)c1=O,4,-6,0,1,-2,1,0,12,-1,3,-11
COc1ccc2ccccc2c1CNCCN1CCOCC1,-1,1,-4,12,-1,2,14,8,0,3,-22
O=C(O)c1ccc2nc(CO)[nH]c2c1,2,3,-4,2,-15,8,9,3,3,-12,2
Cc1ccccc1Cn1nc(C)c(NC(=O)c2nc3n(n2)C(C(F)F)CC(C)N3)c1C (centres undefined),7,-3,-6,19,-12,-11,-1,5,2,4,5
COc1ccc(CN2C(=O)C(CC(=O)NCc3cccc4ccccc34)CC(C(=O)N3CCOCC3)=C2C)cc1 (centres undefined),2,-15,-4,1,-8,-28,-15,-19,-5,-4,-17
O=C(O)C1CCc2sc3[nH]c(=S)n(-c4ccccc4)c(=O)c3c21 (centres undefined),11,-2,-3,-10,-5,5,-1,14,-1,13,-29
COc1ccc(-c2nc3n(n2)C(c2cccnc2)C(C(N)=O)=C(C)N3)cc1 (centres undefined),0,8,3,4,3,18,-32,10,-6,-27,11
O=C(NC(=S)NCc1ccccc1)c1ccccc1Br,1,8,9,-30,7,3,-6,-15,-2,-3,-2
Cc1cnc(NC(=O)CSc2nnc(N)s2)s1,-13,19,1,-15,-6,-10,-11,7,2,-4,-4
O=C(Nc1ccc(Cl)cn1)C1CCCN1S(=O)(=O)c1ccccc1 (centres undefined),-6,12,-3,-15,-3,-7,-29,16,-2,13,4
Cc1cc(C)n2cc(CSc3ncccc3C(=O)O)nc2n1,5,5,5,23,-1,29,-10,11,0,-7,0
COc1cccc(NS(=O)(=O)c2ccc(-n3cccn3)cc2)c1,2,-4,-1,21,2,8,-11,-1,-3,14,10
CC(C)CC(=O)Nc1ccc(-c2nnn(CC(=O)NCc3ccco3)n2)cc1,-2,-40,-15,-56,5,19,-18,-40,-7,-1,-46
Cc1ccc(S(=O)(=O)N2CCN(C)CC2)cc1C(=O)NC1CCCCC1,1,1,-28,13,9,-1,13,-11,-2,7,5
CCCCCCOC(=O)/C=C/c1c(C)[nH]c(=O)[nH]c1=O,12,-4,0,-22,-6,14,-22,-19,-8,-32,3
C=CCn1c(C)cc(-c2csc(NC)n2)c1C,10,-18,-1,-10,11,2,18,11,1,-23,-25
CC(C)CNC(=O)c1cccc(NC(=O)C(C)C)c1,5,14,-9,3,-1,2,6,5,-14,-12,8
CC(C)(C)c1n[nH]c(=S)n(/N=C/c2cccs2)c1=O,0,-12,-1,9,1,-9,1,-7,-4,4,-16
COc1ccc(CNC(=O)CNS(=O)(=O)c2ccc(Cl)cc2)cc1,2,15,-2,80*,-2,0,-4,8,-7,82*,8
CCOc1ccc(NC(=O)C2CC(=O)N(CC)C(=Nc3ccc4c(c3)OCO4)S2)cc1 (centres undefined),3,-8,-9,17,-4,-14,-10,6,-3,15,7
COc1ccc(CCNC(=O)c2cc(-c3ccc(C)cc3O)n[nH]2)cc1OC,3,8,6,-5,9,7,15,5,-7,15,9
COc1ccc(NC(=O)N2CCCC2C(=O)Nc2cccc(C)c2C)cc1 (centres undefined),0,6,3,10,-2,-2,-1,-18,3,2,-9
O=C(O)C(Cc1ccccc1-c1ccccc1)C(=O)O,3,0,-4,-21,5,5,-13,-16,0,0,-6
Cc1ccc(OCC(=O)N/N=C\c2ccc(O)c([N+](=O)[O-])c2)c([N+](=O)[O-])c1,15,17,-16,6,-6,-8,2,9,-1,-18,-12
OC[C@@H]1CN(Cc2ccc(Cl)cc2)C[C@H](n2cnc3c(NC4CCC4)ncnc32)O1,nt,-9,-5,-3,-4,2,7,14,nt,-12,-7

Some of the compounds tested; count on the stated rates, not on these rows.
